# CFTR F508del cor = CFTR F508del correction in bronchial cells; CFBE cells, YFP halide quenching; stimulated with forskolin plus potentiator P3; % fluorescence drop versus neutral controls; AID 720511; activity (quench increase), % at 7.58 µM; 0.36% of 350,000 active;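 active = mean added fluorescence quench of at least 8% versus neutral control, with both replicates also reaching 8%; inconclusive = only one of the mean or replicate conditions met; inactive = mean below 8% and not both replicates reaching 8%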;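 also: cells transiently co-express mutant CFTR-F508del with the halide-sensitive YFP; corrector assay measuring rescue of mutant channel to the surface after 24 h compound exposure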
# E-sel inducer = induces E-selectin expression in human endothelial cells; HUVEC E-selectin immunofluorescence imaging; normalized: neutral wells 0, TNF-alpha wells 100; activation, % at 7.58 µM; 0.37% of 260,000 active; AID 686992;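 active = mean E-selectin-positive cell signal at least 10% of the positive control, reached in at least 60% of replicates, without over 20% cell loss; inconclusive = no rule given, readout overlaps actives, possibly toxicity-flagged; inactive = the rest, including those meeting only one limit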;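 also: in these data hits start at about 27%; measured in HUVEC primary endothelial cells; signal is the percent of cells scored E-selectin positive by PE staining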
#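 Read-out basis: % PE-positive cells; Test system: HUVEC primary endothelial cells; Technique: immunofluorescence imaging; Dosing: single-point compound dose.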
# GSIS activator = GLuc luminescence reporter in INS-1E cells, primary screen for activators of glucose-dependent secretion of insulin. activation, % at 16.6 µM. 0.61% of 370,000 active. INS-1E GLuc reporter insulin secretion, 2-3 h;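 active = lowest replicate activation of at least 40%, so every replicate reaches that level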;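 also: 0% = median of neutral control wells and 100% = median of IBMX positive control wells; some compounds called inactive have numbers as strong as hits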
# XiGFP reactiv = reactivates the inactive X chromosome in mouse fibroblasts; XiGFP mouse fibroblasts, % GFP-positive cells imaging, 3 d; cells co-treated with 5-aza-dC sensitizer; scaled so ellipticine positive control = 100%; activation, % at 7.58 µM; 0.055% of 360,000 active;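 active = mean normalized replicate activation at least 10% and every replicate at or above 10%; inconclusive = only one of the two criteria met; inactive = mean below 10% and not all replicates reach 10%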;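 also: 0% = median of on-plate neutral control wells and 100% = ellipticine 6 µM median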
#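 Schedule: 3 d treatment, 15 min room-temperature fixation; system: 68-5-11 XiGFP fibroblast line; buffer or medium: DMEM plus 5-aza-dC sensitizer; control set: ellipticine 6 µM positive control; compound: one concentration, pinned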
# DENV2 CPE = protects cells from dengue virus 2 cytopathic effect | 1.7% of 350,000 active | CPE inhibition, % at 9.99 µM | DENV2-infected cells, cytopathic effect rescue, plate reader; in the data active = CPE inhibition above about 20%, passing the limit was not always enough; inconclusive = no clear call, values can overlap the other calls; tested in BHK-21 cells;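 also: 0% = median of neutral control wells and 100% = median of positive control wells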
# RAD54 branch = RAD54 (human) branch migration inhibition; Q92698; RAD54 Holliday junction branch migration, FAM/BHQ fluorescence; inhibition, % at 10.4 µM; 0.14% of 360,000 active; AID 602329;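 active = mean normalized replicate activity at least 40 and at least half of replicates scoring 40 or more; inconclusive = only one of the two criteria met; inactive = mean below 40 and under half of replicates reaching 40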;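 also: 0% = median of neutral control wells and 100% = median of positive control wells; inhibitors cause a drop in the FAM fluorescence signal; in these data hits start at about 50%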
# RAD52 inh = inhibitors of human RAD52 DNA annealing; 0.46% of 360,000 active; recombinant RAD52 DNA annealing, FRET fluorescence; inhibition, % at 18.7 µM; P43351;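 active = every replicate showing at least 50% inhibition; inconclusive = mean inhibition at least 50% but not in every replicate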
# Target sequence (P43351 whole entry, looked up): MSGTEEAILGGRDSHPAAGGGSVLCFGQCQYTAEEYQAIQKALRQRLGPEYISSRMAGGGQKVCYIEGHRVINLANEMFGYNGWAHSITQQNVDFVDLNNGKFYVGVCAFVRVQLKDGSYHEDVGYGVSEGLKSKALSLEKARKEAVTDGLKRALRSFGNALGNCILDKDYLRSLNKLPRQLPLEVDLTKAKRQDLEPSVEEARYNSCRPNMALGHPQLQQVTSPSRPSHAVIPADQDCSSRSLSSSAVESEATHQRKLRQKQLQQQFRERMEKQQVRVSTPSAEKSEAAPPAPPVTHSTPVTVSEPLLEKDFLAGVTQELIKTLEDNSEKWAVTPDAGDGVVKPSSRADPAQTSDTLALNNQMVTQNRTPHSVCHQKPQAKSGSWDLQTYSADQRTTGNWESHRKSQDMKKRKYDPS
# Casp6 inh = inhibitors of human caspase-6; P55212; purified caspase-6, Z-VEID-R110 cleavage fluorescence; inhibition, % at 12.5 µM; 0.53% of 350,000 active;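 active = mean inhibition across replicates at least about 35%, with every replicate also reaching that limit, limit read from the data; inconclusive = only one of the two criteria met; inactive = neither criterion met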;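 also: 0% = median of neutral control wells and 100% = no fluorescence left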
# Target sequence (P55212 24-179 limits assumed): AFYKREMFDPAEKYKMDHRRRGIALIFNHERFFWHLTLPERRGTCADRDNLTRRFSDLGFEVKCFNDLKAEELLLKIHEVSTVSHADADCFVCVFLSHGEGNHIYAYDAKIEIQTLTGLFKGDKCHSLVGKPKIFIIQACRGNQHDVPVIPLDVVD
# Target sequence (P55212 194-293 limits assumed): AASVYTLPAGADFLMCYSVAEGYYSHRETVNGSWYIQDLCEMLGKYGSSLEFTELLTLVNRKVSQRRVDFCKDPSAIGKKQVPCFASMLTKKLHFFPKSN
# Starred values were filed as active, the others as inactive; ? = inconclusive; · = not tested or not shown.
# Start of the data: the first 2 entries, to show the layout:
SMILES,CFTR F508del cor,E-sel inducer,GSIS activator,XiGFP reactiv,DENV2 CPE,RAD54 branch,RAD52 inh,Casp6 inh
O=C(NCc1ccc(C(F)(F)F)cc1)C12CN(Cc3ccccc3)CC1C(c1cccc([N+](=O)[O-])c1)=NO2 (centres undefined),0.7,-0.1,·,0.1,·,-8,5,-12
COc1ccc(C(=O)Nc2ccccc2SCc2cc(=O)n3nc(C)sc3n2)cc1OC,-3.7,1.4,1,0.0,4,-6,-15,-2

# The list itself, previewed entries included:
SMILES,CFTR F508del cor,E-sel inducer,GSIS activator,XiGFP reactiv,DENV2 CPE,RAD54 branch,RAD52 inh,Casp6 inh
O=C(NCc1ccc(C(F)(F)F)cc1)C12CN(Cc3ccccc3)CC1C(c1cccc([N+](=O)[O-])c1)=NO2 (centres undefined),0.7,-0.1,·,0.1,·,-8,5,-12
COc1ccc(C(=O)Nc2ccccc2SCc2cc(=O)n3nc(C)sc3n2)cc1OC,-3.7,1.4,1,0.0,4,-6,-15,-2
O=C(NNc1nc2ccc(Cl)cc2s1)c1cc(-c2cccs2)nc2ccccc12,-0.1,3.5,·,0.3,4,-7,-24,-1
COc1ccc(S(=O)(=O)CCC(=O)N2CCN(c3ccc([N+](=O)[O-])cc3)CC2)cc1,-0.4,·,-42,0.0,1,-5,-2,0
CN(C)CC(=O)Nc1ccc2c(c1)[C@H]1C[C@H](CC(=O)N3CCN(C)CC3)O[C@H](CO)[C@H]1O2,-0.6,-0.1,9,0.2,5,-10,-4,1
O=C(NC(=S)N1CCCc2ccccc21)c1ccc([N+](=O)[O-])cc1,·,·,7,·,9,·,-4,-5
Cc1cc(=O)[nH]c(SCC(=O)N2CCN(C(=O)c3ccco3)CC2)n1,0.2,-0.9,-5,0.0,-4,5,-14,2
CN(C)CCCNC(=O)[C@H]1[C@H](CO)[C@H]2Cn3c(ccc(C4=CCCC4)c3=O)[C@H]2N1CCC(F)(F)F,·,-0.2,-1,0.3,-1,-18,4,-205
Cc1ccc(C)c(N2N=C(C(=O)Nc3cccc(S(=O)(=O)N4CCCCC4)c3)CCC2=O)c1,-4.8,-0.3,-18,0.0,10,6,-10,-1
O=C(C[C@H]1C=C[C@@H](NC(=O)C2CC2)[C@H](CO)O1)NC1CCC1,0.9,0.1,-15,-1.1,1,5,10,1
COc1ccc(NS(=O)(=O)c2ccc(C(=O)OC(C)C(=O)N3CCOCC3)cc2)cc1 (centres undefined),1.0,0.1,3,0.0,8,2,-10,1
CCCCc1ccc(NC(=S)N2CCN(C(=O)OCC)CC2)cc1,0.2,·,-10,0.2,-2,-2,-5,-1
CC(=O)c1ccc(OCCCC(=O)Nc2cccc(S(=O)(=O)N3CCCCCC3)c2)cc1,-1.6,-2.8,-21,0.0,-7,-13,-8,1
CCC(=O)c1cn(CC(=O)Nc2cccc(C)c2C)c2ccccc12,-0.6,·,-7,0.2,4,-6,-7,1
C[C@@H]1CN([C@@H](C)CO)C(=O)c2cc(NC(=O)Nc3ccc(C(F)(F)F)cc3)ccc2O[C@@H](C)CCCCO[C@@H]1CN(C)S(=O)(=O)c1cccs1,3.1,0.4,25,0.2,-11,-3,-16,2
COc1cccc(-c2cnc3c(NC(C)=O)cc(-c4ccc(C(=O)N5CCOCC5)cc4)cn23)c1,0.5,-0.1,0,0.1,-8,8,-46,1
CCOC(=O)C1CCCN(CCC(=O)Nc2cccc(F)c2)C1 (centres undefined),0.1,·,6,·,8,-7,-12,-5
O=C(N[C@@H]1C=C[C@H](CC(=O)N2CCc3ccccc3C2)O[C@@H]1CO)C1CCC1,-0.9,0.7,5,0.2,98*,·,-10,-2
O=C(NCCN1CCC(n2c(=O)[nH]c3ccccc32)CC1)c1cccc(Cl)c1,-4.0,0.9,-3,-0.1,-2,·,-2,-1
OCCC1CN(CCCc2ccccc2)CCN1Cc1ccccc1 (centres undefined),1.2,·,5,0.1,-6,-3,-14,-5
O=C(NCCOc1ccccc1)C1CCC(=O)N(Cc2ccc(Cl)cc2)C1 (centres undefined),0.0,·,-5,0.1,-1,5,-6,-2
C[C@H](CO)N1C[C@H](C)[C@@H](CN(C)Cc2ccc(C(=O)Nc3ccccc3N)cc2)Oc2c(NC(=O)c3ccncc3)cccc2C1=O,-0.4,8.6,4,-0.1,5,-5,3,-2
CN(Cc1ccccc1F)C(=O)CCNC(=O)c1ccc(C(C)(C)C)cc1,-1.8,-0.8,·,0.2,-7,9,-14,3
CCOc1ccccc1C(=O)N[C@H](C(=O)Nc1nc2c(s1)CCCC2)C(C)C,2.3,·,-2,0.3,-6,·,-3,2
COc1ccc(CN2CCN(C(=O)Cn3nc(C)n4cccc4c3=O)CC2)c(OC)c1OC,2.7,·,-3,0.2,-2,2,-6,0
Cc1ccc(C(=O)NCCOC23CC4CC(CC(C4)C2)C3)cc1,1.9,·,9,·,-7,-1,-9,5
Cc1ccccc1S(=O)c1ccccc1C(=O)O (centres undefined),-0.5,-0.6,0,0.1,-10,·,2,-4
Cc1oc(-c2ccc(Cl)cc2)nc1CS(=O)CC(=O)NCc1ccco1 (centres undefined),0.5,·,-4,0.1,-12,-10,-11,6
COC(=O)c1c(NC(C)=O)csc1C,-1.1,-0.1,7,-0.1,8,-1,-8,-3
COCC#Cc1ccc([C@H]2[C@H]3CN(C(=O)Nc4ccc(F)cc4)CC(=O)N3[C@H]2CO)cc1,1.7,0.0,-18,0.1,2,·,-13,0
c1ccc(Cn2nnc3c(N4CCOCC4)ncnc32)cc1,4.5,0.3,27,0.4,-3,-2,-41,-2
Cn1nc(C(=O)Nc2ccc(Cl)cc2)cc1C(=O)Nc1ccc(Cl)cc1,-5.2,·,6,0.1,6,-4,-4,2
CC(C)C#Cc1ccc2c(c1)O[C@H](CN(C)C(=O)c1cccc(F)c1)[C@H](C)CN([C@H](C)CO)S2(=O)=O,2.0,0.4,-12,-0.4,-4,-1,8,3
CCC(=O)Nc1ccc2c(c1)C(=O)N(C)[C@H]1CC[C@H](CC(=O)NCC3CC3)O[C@H]1CO2,2.0,0.2,-5,0.1,8,0,5,-1
CCC(=O)Nc1cc(C(=O)OCc2ccc(C(=O)Oc3ccccc3)cc2)ccc1C,-1.9,·,7,0.0,82*,·,-9,-1
O=C(COc1ccc(C(=O)c2ccccc2)cc1)Nc1cccnc1,-4.1,·,-28,0.3,-3,8,-17,3
CCCNC(=O)C[C@@H]1CC[C@@H]2[C@H](COC[C@H](O)CN2Cc2ccncc2)O1,-0.7,0.3,17,-0.1,-5,-1,-5,-2
Cc1ccccc1OCc1nnc(SCc2nc3ccccc3c(=O)[nH]2)n1C,0.7,·,-14,0.0,10,·,-3,2
O=C1c2ccccc2C(=O)N1CC1c2ccccc2CCN1C(=O)CN1CCOCC1 (centres undefined),1.8,-0.7,-9,0.0,?,·,-8,-1
CCOc1ccc(N(CC(=O)N/N=C(\C)c2cccc(NC(C)=O)c2)S(=O)(=O)c2ccccc2)cc1,1.6,·,-20,0.0,6,-5,-1,1
C[C@@H]1CN([C@H](C)CO)C(=O)c2cc(-c3ccc(C#N)cc3)cnc2O[C@@H]1CN(C)C(=O)c1cccnc1,-0.1,0.2,18,-0.2,2,-2,1,0
CCS(=O)(=O)NC[C@@H]1[C@@H](c2ccccc2)[C@@H](CO)N1CC1CC1,-1.3,0.7,3,0.1,19,·,-9,2
COc1ccccc1-c1cnn2c(NCc3ccccc3)cc(C)nc12,2.4,0.0,-5,0.2,2,-2,-5,-3
CCOc1cc(C=NNC(=O)CCCC(=O)NN=Cc2ccc(O)c(OCC)c2)ccc1O,0.0,-0.1,10,0.2,-2,·,-8,4
COCCn1c(=S)[nH]c2cc(C(=O)NCc3ccc(F)cc3)ccc2c1=O,2.2,0.1,-1,0.0,16,19,5,2
C=CCn1c(SCC(=O)NNC(=S)Nc2ccccc2)nnc1-c1ccccc1,-0.9,0.3,12,0.0,1,14,2,0
CN(Cc1cn(-c2ccccc2)nc1-c1cc2ccccc2o1)C(=O)CCC(=O)O,-0.8,·,-3,0.0,-3,·,-2,0
CCOc1ccc2[nH]c(C)c(CN3CCOCC3)c(=O)c2c1,-1.2,·,-21,·,11,-6,8,3
C/C(N)=C(/C#N)C(=O)COC(=O)c1ccc(C#N)cc1,-1.3,·,0,0.0,1,5,-3,6
Cc1ccc(F)cc1-c1cc2nc(NCCCN(C)C)n(C)c(=O)c2s1,0.6,-0.1,-12,0.3,1,33,56*,0
CCOC(=O)/C=C1\SCC(=O)N1CC(=O)N1CCOCC1,-0.5,-0.6,-7,-0.7,-2,·,0,-1
CCCOc1ccc(/C(O)=C2/C(=O)C(=O)N(CCN3CCOCC3)C2c2ccccc2)cc1 (centres undefined),0.9,-1.1,13,0.1,-5,·,8,4
O=C(NCC1CCCO1)C(c1cccs1)N(Cc1cccs1)C(=O)c1ccc(-c2ccccc2)[nH]1 (centres undefined),·,-0.1,-35,0.0,-10,·,-100,4
Cc1ccc(S(=O)(=O)Nc2ccc3c(c2)C(=O)N([C@H](C)CO)C[C@@H](C)[C@H](CN(C)C(=O)NC2CCCCC2)OCCCC[C@@H](C)O3)cc1,2.8,0.0,-13,0.1,9,4,4,-1
COc1ccccc1CNC(=O)C[C@H]1C[C@@H]2c3cc(NC(=O)C4CCOCC4)ccc3O[C@@H]2[C@H](CO)O1,-0.8,0.1,2,0.2,-3,6,0,-1
COc1ccc(C(=O)Nc2nc(-c3ccccc3)c(C(C)=O)s2)c(OC)c1,1.4,·,1,0.0,·,·,-18,4
CN(CCc1ccccc1)C(c1ccnc2ccccc12)c1nnnn1-c1ccc2c(c1)OCCO2 (centres undefined),1.7,5.7,-17,-0.1,-9,·,-10,-1
CCOc1ccc(NC(=O)CCC(=O)NNC(=O)c2ccccc2Cl)cc1,2.7,1.0,6,0.4,?,0,-14,-1
Cc1ccc(NS(=O)(=O)c2ccc(C(=O)N3CCN(c4ncccn4)CC3)cc2)cc1,2.9,·,-56,0.0,-10,·,2,5
O=C(CC1SC(N2CCOCC2)=NC1=O)Nc1cc([N+](=O)[O-])ccc1Cl (centres undefined),2.3,0.1,-7,0.0,-10,·,-6,-3
# Further results follow.
SMILES,CFTR F508del cor,E-sel inducer,GSIS activator,XiGFP reactiv,DENV2 CPE,RAD54 branch,RAD52 inh,Casp6 inh
COc1ccc(N2CCN(C(=O)c3cccnc3)CC2)c([N+](=O)[O-])c1,-2.9,·,-5,0.2,-4,1,-12,-2
CO[C@@H]1CN(C)C(=O)c2cc(NC(=O)CC(F)(F)F)ccc2OC[C@@H](C)N(C(=O)C2CCCC2)C[C@H]1C,0.0,-0.2,8,0.5,9,-7,-48,0
CN(C)C(=O)C[C@H]1CC[C@@H]2[C@H](COC[C@H](O)CN2C(=O)C2CCCC2)O1,-1.6,0.3,0,0.0,-5,3,·,·
CN(C)C(=O)c1ccc(-c2cccc(-c3nc(C(=O)NCc4ccccc4)cc4c3[C@@H](CCO)N([S@](=O)C(C)(C)C)C4)c2)cc1,0.6,3.8,-2,0.0,1,-8,18,-5
CN1[C@@H]2Cn3c(ccc(/C=C/c4ccccc4)c3=O)[C@H]1[C@@H](C(=O)NC1Cc3ccccc3C1)[C@@H]2CO,·,0.0,-6,0.1,1,0,-10,3
CC(=O)c1cc(CN2CCN(CCc3ccccc3)C(CCO)C2)cs1 (centres undefined),-0.8,4.7,5,0.1,·,·,-29,-3
CCCCNC(=O)c1nn2c(C(F)(F)F)cc(-c3ccccc3)nc2c1Br,-0.7,·,·,0.1,38*,-6,-4,-3

# High-throughput results from PubChem.
